Assay outcomes deposited in PubChem by several laboratories.
Peg3 promoter = Peg3 promoter activity inhibition; HeLa PEG-Prom luciferase reporter, luminescence, overnight; hit rate 1.7% among 360,000; inhibition, % at 20 µM;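 active means inhibition of at least 50% at 20 µM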
PDI turbidity = blocks human protein disulfide isomerase activity; P07237; PDI insulin aggregation turbidity, A650, 90 min; inhibition, % at 10 µM; hit rate 0.052% among 350,000;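 active means mean inhibition across replicates of 30% or more, whatever share of single replicates reach that level; inconclusive means mean inhibition below 30% while every single replicate reaches 30%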;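 further: absorbance from insulin aggregation driven by PDI reduction with DTT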
Target sequence (P07237 whole entry, looked up): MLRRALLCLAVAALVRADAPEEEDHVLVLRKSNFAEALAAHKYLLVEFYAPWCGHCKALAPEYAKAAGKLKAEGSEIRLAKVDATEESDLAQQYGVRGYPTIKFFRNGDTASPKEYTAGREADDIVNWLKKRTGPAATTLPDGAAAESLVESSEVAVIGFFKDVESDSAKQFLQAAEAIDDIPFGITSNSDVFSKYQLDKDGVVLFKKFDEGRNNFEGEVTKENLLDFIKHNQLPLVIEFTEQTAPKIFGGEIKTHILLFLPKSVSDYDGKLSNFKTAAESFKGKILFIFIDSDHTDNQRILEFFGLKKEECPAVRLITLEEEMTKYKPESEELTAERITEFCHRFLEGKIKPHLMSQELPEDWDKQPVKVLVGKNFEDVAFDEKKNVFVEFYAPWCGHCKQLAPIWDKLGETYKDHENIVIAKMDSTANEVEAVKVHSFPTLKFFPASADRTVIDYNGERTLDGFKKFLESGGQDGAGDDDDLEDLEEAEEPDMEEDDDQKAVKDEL
TRPM1 prom inh = MITF TRPM1 promoter inhibition in SK-MEL-5 cells. SK-MEL-5 TRPM1 promoter luciferase, 24 h. inhibition, % at 12.5 µM. hit rate 0.83% among 330,000;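 active means mean inhibition across replicates of 60% or more, whatever share of single replicates reaches that level; inconclusive means some that reach 60%, reason not given; inactive means mean inhibition across replicates below 60%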; further: values of inactives mirror those of a sister screen read the other way
NR2E3 ag-1 = human photoreceptor-specific nuclear receptor agonism; CHO-S Gal4-NCOR/VP16-NR2E3 two-hybrid, luciferase; inhibition of corepressor binding, % at 3.98 µM; hit rate 0.35% among 360,000; AID 602229;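 active means inhibition above the mean of all tested compounds plus 3 SD, cut at about 70% in these data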;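 further: 0% = DMSO with NR2E3 transfected cells and 100% = cells lacking NR2E3 construct; higher means lower luciferase signal from less NR2E3 corepressor binding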
Target sequence (Q9Y5X4 whole entry, looked up, the tested form may be a part): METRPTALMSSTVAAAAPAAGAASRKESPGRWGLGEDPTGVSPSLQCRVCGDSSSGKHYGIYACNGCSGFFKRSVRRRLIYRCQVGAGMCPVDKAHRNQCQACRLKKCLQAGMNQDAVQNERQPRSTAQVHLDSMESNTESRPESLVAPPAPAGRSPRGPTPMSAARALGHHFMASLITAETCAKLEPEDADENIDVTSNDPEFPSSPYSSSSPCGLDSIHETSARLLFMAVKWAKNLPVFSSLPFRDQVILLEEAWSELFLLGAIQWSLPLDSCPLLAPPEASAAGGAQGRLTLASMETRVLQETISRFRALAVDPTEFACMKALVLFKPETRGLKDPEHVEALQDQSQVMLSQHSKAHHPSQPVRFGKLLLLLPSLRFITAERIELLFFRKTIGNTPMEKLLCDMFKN
iPSC survival up = enhancers of human iPSC single-cell survival; hiPSC single-cell survival, ATPlite luminescence; 100% = ROCK inhibitor wells, 0% = DMSO; survival enhancement, % at 20 µM; hit rate 0.044% among 360,000; AID 602274; in the data active means survival enhancement above about 18%;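 further: cells exposed to compounds for 16 hours before the ATP read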
Vif inh = blocks HIV Vif function; HEK293T cells, Vif self-association by quenched fluorescence, imaging, 24 h; inhibition, % at 7.49 µM; hit rate 0.35% among 340,000; AID 602346; in the data active means inhibition above about 50%, passing the limit was not always enough; inconclusive means no clear call, values can overlap the other calls; inactive means below about 31%; further: some results filed as inactive read as strong as hits
CaV13 FRET inh = Primary screen for inhibitors of IQ motif and Ca2+-dependent inactivation inhibitor domain binding in CACNA1D, Förster resonance energy transfer in living cells, …; hit rate 0.098% among 340,000; HEK cells, CFP/YFP FRET ICDI-IQ, plate reader, 10 min; percent FRET-ratio fall versus neutral wells; inhibition, % at 12.3 µM;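 active means mean replicate inhibition of at least 30% and at least 1% of replicates passing that level; inconclusive means only one of the two criteria is met; inactive means neither criterion is met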;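 further: 0% = median of the neutral control wells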
HIF-2a inh = HIF-2a inhibition; inhibition, % at 18.8 µM; AID 624352; hit rate 0.72% among 360,000; 786-0 RCC cells HIF-2a reporter, luciferase luminescence, overnight;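 active means inhibition of the luminescence signal of 40% or more relative to plate controls, in a single-dose primary screen at 18.75 µM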
Exocytosis inh = lytic granule exocytosis inhibition. TALL-104 LAMP-1 surface exposure, flow cytometry; cells stimulated with thapsigargin and PMA. hit rate 0.66% among 360,000. inhibition, % at 10 µM;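 active means inhibition above about 55%, limit read from the data; inconclusive means no clear call, values can overlap the other calls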
aDG glyco up = increases alpha dystroglycan glycosylation | activation, % at 10 µM | Pro5-aDG cells, alpha-DG glycosylation AlphaScreen (IIH6); 0% Pro5, 100% B10-LARGE cell signal | hit rate 0.22% among 360,000;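 active means activation of at least 8% versus controls, or a plate z-score of at least 8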;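 further: Pro5 are CHO cells carrying HIG-tagged alpha-DG that lacks glycosylation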
NR2E3 ag-2 = activates human photoreceptor nuclear receptor NR2E3 | AID 2300 | inhibition of corepressor binding, % at 4.78 µM | hit rate 0.12% among 320,000 | Q9Y5X4 | GST-NR2E3/biotin-RetCOR TR-FRET, 1536-well;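 active means percent inhibition above the cutoff of mean plus 3 SD of all tested compounds, set per screening campaign, cut at about 20% in these data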;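 further: 0% = DMSO wells and 100% = biotin wells as full block of FRET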
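Test system – NR2E3–RetCOR corepressor complex · Quantity – NR2E3 fusion 1.35 nM · Buffer or medium – Tris pH 7.5 · Incubation – Compound–protein incubation for 5 h at 4 °C · Technique – TR-FRET, Eu(K)-anti-GST donor, streptavidin-D2 acceptor, ex 340, em 617/671 nm · Evaluation – percent inhibition of 671/617 nm emission ratio versus biotin and DMSO controls · Plate – 1536-well format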
The depositor's hits bear a star; ? = inconclusive; / = not tested or not shown. The order is random (roughly 3.5% active in at least one column).

molecule,Peg3 promoter,PDI turbidity,TRPM1 prom inh,NR2E3 ag-1,iPSC survival up,Vif inh,CaV13 FRET inh,HIF-2a inh,Exocytosis inh,aDG glyco up,NR2E3 ag-2
O=C(c1ccc(F)cc1)N1CCC(C(=O)N2CCN(c3ncccn3)CC2)CC1,1.2,-1.0,-6.5,-16.9,6.2,-1.7,-5.3,4.3,3.2,0.1,/
CC(=O)c1cccc(NC(=O)c2ccc(-n3cncn3)c3ccoc23)c1,-128.4,11.5,/,-37.7,5.8,4.7,-6.6,-202.0,-3.1,1.4,/
Cc1ccc(NC(=O)CN2C(=O)C3CC=C(Cl)CC3C2=O)cc1 (stereo unspecified),-2.9,11.9,10.2,-11.2,-0.5,18.4,-3.8,5.7,4.2,-0.1,0.8
CCOC(=O)C1=C(N)OC2=C(C(=O)CCC2)C1c1ccccc1OCC (stereo unspecified),7.5,-1.0,6.0,-23.9,1.3,12.7,-5.9,-1.6,5.9,0.8,-0.3
Cn1ncc(Cl)c1C(=O)N/N=C/c1cccc(OC2CSC2)c1,5.9,-2.7,8.0,12.7,1.5,-6.8,-5.0,8.0,-0.3,-0.1,-1.7
COc1cc(OC)nc(Oc2cccc(C(F)(F)F)c2)n1,24.9,12.1,-5.1,3.5,1.2,7.1,-4.6,10.0,-11.1,-0.1,-1.1
COc1ccccc1N1CCN(C2CC(=O)N(c3ccc(F)cc3)C2=O)CC1 (stereo unspecified),0.8,-1.7,1.5,-30.2,1.9,-2.4,-8.6,10.1,-12.2,0.0,-3.6
C#CCOCCOCCOCCNc1nc(N2CCN(C(=O)Cn3cc(CCCCN)nn3)CC2)nc(N2CCN(C(=O)[C@H]([C@@H](C)CC)n3cc(CCCN=C(N)N)nn3)CC2)n1,1.6,10.1,-4.1,0.1,-2.7,-1.9,-11.1,10.8,1.5,-0.3,0.1
CN1CCN(c2ccccc2NC(=O)c2ccc(-c3ccc(Br)cc3)o2)CC1,24.7,0.5,11.7,-60.3,0.0,4.7,/,-45.1,26.7,0.0,-0.4
O=C1C(C=Nc2ccccc2)=C(O)c2ccccc21,-191.6,-1.8,-27.2,-78.8,-2.0,14.3,-5.3,-237.7,-1.6,0.7,-0.1
CCC1(c2ccccc2)NC(=O)N(CC(=O)Nc2ccc3c(c2)OCO3)C1=O (stereo unspecified),-0.1,-0.5,10.2,-14.9,-0.9,-0.7,-6.9,-10.0,-3.1,0.0,0.3
O=C(NCC(=O)N1CCC2(CC1)NCCc1[nH]cnc12)c1ccc2ccccc2c1,-0.3,2.9,-5.7,-16.0,0.9,9.2,-1.5,9.8,-20.8,0.3,-0.9
O=C(N/N=C/c1cccnc1)c1ccc(O)cc1,2.1,7.4,-1.9,-17.5,0.6,-0.9,-6.3,-12.8,-7.2,0.0,-1.3
Cc1ccc2nc(CN(C)C(=O)[C@H]3O[C@@H](n4ccc(N)nc4=O)[C@H](O)[C@@H]3O)[nH]c2c1,12.6,/,/,-13.7,3.2,/,/,13.9,-0.6,-0.1,/
Nc1nc(SCc2ccccc2)n[nH]1,-4.2,-0.8,-8.4,-23.8,0.1,1.3,-5.2,-10.1,-3.0,0.1,-1.0
O=C(Cc1ccccc1F)c1ccc(O)cc1O,-44.8,1.0,-17.2,-23.2,0.3,10.1,3.1,-22.4,0.5,-0.7,-1.9
Cc1[nH]c(=O)[nH]c(=O)c1S(=O)(=O)N1CCC(C(=O)NC(C)c2ccccc2)CC1 (stereo unspecified),-7.0,5.7,2.6,9.1,-1.0,-8.5,-4.2,15.6,-3.4,0.0,-4.0
CCOC(=O)N1CCc2c(sc3c2c(=O)n(-c2ccc(CC)cc2)c(=O)n3CC(=O)NCC2CCCO2)C1 (stereo unspecified),-28.0,-6.8,-9.4,-7.1,0.6,-2.5,/,7.0,3.3,-0.1,-0.2
COCCNC(=O)C(c1ccc(Cl)cc1)N(Cc1ccco1)C(=O)CCC(=O)Nc1ccccn1 (stereo unspecified),7.6,20.6,4.7,11.8,-0.4,15.2,-2.9,4.3,-11.4,-0.2,1.4
O=C(c1ccc2nc(Cc3ccccc3F)oc2c1)N1CCCC1,-283.8,-7.1,-45.5,-121.4,0.1,0.1,-7.2,-223.3,1.8,-0.1,-1.7
CNc1nc(OC)nc(N(C#N)CN2C(=O)c3ccccc3S2(=O)=O)n1,11.6,4.1,20.9,-4.4,-2.3,5.0,-1.5,6.9,-1.3,0.0,2.7
CN(CC(=O)Nc1ccccc1Cl)C(=O)COC(=O)c1ccccc1[N+](=O)[O-],-7.5,1.2,3.4,10.3,-0.1,16.5,/,6.0,-2.2,-0.3,0.8
COc1ccc(C(=O)O/N=C2\CCS(=O)(=O)c3sccc32)cc1,4.9,-0.9,-2.4,-15.8,1.4,-6.5,-4.0,9.8,0.5,-0.1,0.4
O=C(O)CC/C(=N\NC(=O)c1ccccc1)c1cccs1,2.7,9.3,-14.0,-72.8,-0.7,3.6,10.2,11.9,4.5,-0.1,-6.1
N#Cc1ccccc1S(=O)(=O)N1CCN(CC(O)COc2ccccc2F)CC1 (stereo unspecified),20.9,-13.5,-13.2,2.5,-0.4,-1.4,-0.9,11.5,3.3,0.1,0.4

molecule,Peg3 promoter,PDI turbidity,TRPM1 prom inh,NR2E3 ag-1,iPSC survival up,Vif inh,CaV13 FRET inh,HIF-2a inh,Exocytosis inh,aDG glyco up,NR2E3 ag-2
COc1ccc(N2CCN(C(=O)CSc3nnc(CNc4ccccc4)o3)CC2)cc1,16.6,-1.0,10.2,-7.8,-1.6,-4.1,-6.2,8.2,-1.5,-0.1,3.8
NS(=O)(=O)c1ccc(N/N=C/c2ccccc2C(=O)O)c([N+](=O)[O-])c1,16.2,-6.1,8.7,14.6,0.4,-5.1,-2.8,11.0,-2.3,0.0,1.7
COc1ccc(-n2cnnc2SCC(=O)N2CCN(S(=O)(=O)c3ccccc3)CC2)cc1,-4.8,-4.4,5.0,-37.3,4.4,2.5,/,8.0,-3.1,0.5,0.5
Cc1ccc(S(=O)(=O)N[C@H](C(=O)OCC(=O)NC(=O)NCc2ccco2)C(C)C)cc1,-5.4,3.0,4.3,-19.4,24.3*,-3.5,-6.1,0.4,-9.6,0.0,/
CC(=O)c1sccc1NC(=O)CC(C)(C)CC(=O)O,10.6,-15.7,/,13.9,-0.7,5.1,-19.2,12.3,-2.8,0.0,0.2
CCSc1nc(N)c(C#N)c(-c2ccco2)c1C#N,34.5,6.7,-11.4,-1.2,-1.3,-33.5,/,-8.5,2.1,0.2,0.5
Fc1ccccc1/C=N/Nc1ncnc2nc[nH]c12,-147.6,-1.0,/,-56.2,-1.2,/,-9.6,-181.9,-5.1,0.0,0.9
CC(C)(C)C(=O)Nc1nnc(Cc2ccccc2)s1,-1.4,-1.6,2.2,-10.6,-3.0,-2.7,-7.3,-6.1,-3.2,-0.2,0.4
Cc1ccc(CNc2nc3cc(-c4ccccc4)sc3c(=O)n2C)c(C)c1,-16.0,-3.2,/,-13.6,-0.7,-24.5,-5.3,-54.2,6.0,-0.1,/
CCNC(=S)N1CCN(c2nc(-c3ccc(F)cc3)cs2)CC1,-21.9,-4.5,-15.5,22.8,-0.4,1.2,-19.0,-77.5,0.0,0.4,-1.6
CC1CCCN(C(=O)COC(=O)CSc2ccc(C(N)=O)cc2[N+](=O)[O-])C1 (stereo unspecified),1.0,2.6,-0.4,-37.8,-0.3,-3.0,-5.8,22.4,-2.4,0.0,-1.6
CN1CCN(C2=C(NS(=O)(=O)c3ccccc3)C(=O)c3ccccc3C2=O)CC1,10.8,8.7,78.0*,-3.1,-0.4,-1.9,/,-6.0,3.5,6.0,-5.6
O=C(c1ccc(S(=O)(=O)N2CCCCC2)cc1)N1CCN(Cc2ccc3c(c2)OCO3)CC1,15.5,?,-4.8,16.8,0.3,-2.3,/,16.2,-2.2,0.1,/
CCOC(=O)c1c(-c2ccc(OC)cc2)csc1/N=C/N(C)C,11.8,-0.1,2.6,12.2,4.1,5.4,-16.9,19.7,-2.4,0.1,-0.8
CC(C)N(C(=O)Cn1c(SCC(=O)NCc2ccc3c(c2)OCO3)nc2ccccc21)C(C)C,17.6,1.9,4.1,8.2,1.0,15.5,-4.1,7.6,2.1,0.2,0.3
COc1ccc(C(CNC(=O)COc2cc(C)c(Cl)c(C)c2)N2CCCCC2)cc1 (stereo unspecified),25.3,-6.2,-11.8,-7.3,-0.1,14.3,-2.9,10.8,2.0,0.1,1.7
CCNC(=O)NC(=O)C(C)OC(=O)c1cccn1C (stereo unspecified),-3.5,-2.0,4.7,-16.8,0.8,24.5,-1.3,38.9,-0.6,-0.3,0.1
CCC(CC)CN1C(N(C)C)=NC[C@@H]1CC(C)C,-22.4,-1.9,11.6,-35.2,0.3,-5.4,-4.4,-0.3,9.3,0.1,1.4
Cc1cccc(N2CCN(C(=O)c3ccccc3SCC(=O)N3CCCC3)CC2)c1C,-8.8,-0.8,10.1,-2.9,-0.4,0.4,-3.1,-9.7,4.4,-0.1,1.4

Two entries from above, field by field:
Cc1ccc(NC(=O)CN2C(=O)C3CC=C(Cl)CC3C2=O)cc1 (stereo unspecified)
  Peg3 promoter: -2.9 | PDI turbidity: 11.9 | TRPM1 prom inh: 10.2 | NR2E3 ag-1: -11.2 | iPSC survival up: -0.5 | Vif inh: 18.4 | CaV13 FRET inh: -3.8 | HIF-2a inh: 5.7 | Exocytosis inh: 4.2 | aDG glyco up: -0.1 | NR2E3 ag-2: 0.8
Cc1ccc(S(=O)(=O)N[C@H](C(=O)OCC(=O)NC(=O)NCc2ccco2)C(C)C)cc1
  Peg3 promoter: -5.4 | PDI turbidity: 3.0 | TRPM1 prom inh: 4.3 | NR2E3 ag-1: -19.4 | iPSC survival up: 24.3* | Vif inh: -3.5 | CaV13 FRET inh: -6.1 | HIF-2a inh: 0.4 | Exocytosis inh: -9.6 | aDG glyco up: 0.0 | NR2E3 ag-2: /
